D2 agonist = D2 dopamine receptor (human) agonism; P14416; HEK293 T-REx D2 cells, calcium flux agonist mode; activation, % at 2 µM; 340,000 tested, 0.53% active;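 active = activation over 3 SD above normal in the single-dose calcium agonist read, cut at about 30% in these data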; note: 0% is about no effect
Target sequence (P14416 whole entry, looked up): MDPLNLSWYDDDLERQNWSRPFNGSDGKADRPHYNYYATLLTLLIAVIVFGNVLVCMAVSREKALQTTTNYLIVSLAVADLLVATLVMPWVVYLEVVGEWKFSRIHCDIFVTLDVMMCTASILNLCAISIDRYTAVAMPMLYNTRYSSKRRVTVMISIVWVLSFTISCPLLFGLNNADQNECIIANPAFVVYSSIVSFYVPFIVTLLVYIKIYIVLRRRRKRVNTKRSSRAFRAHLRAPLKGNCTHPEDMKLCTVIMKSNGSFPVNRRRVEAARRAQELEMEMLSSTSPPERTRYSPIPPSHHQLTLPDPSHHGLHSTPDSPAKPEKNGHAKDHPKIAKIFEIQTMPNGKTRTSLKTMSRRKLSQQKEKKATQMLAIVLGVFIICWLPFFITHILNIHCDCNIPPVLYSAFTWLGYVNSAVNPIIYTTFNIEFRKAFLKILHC
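Tetracycline-induced HEK293 T-REx cells with force-coupled D2 receptor, plated overnight at 30 C, loaded with no-wash calcium dye. After a 10 s baseline, compound was pin-added and calcium flux read kinetically for 180 s; calcium rises flagged agonists.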
D1 agonist = activates the human D1 dopamine receptor; HEK293 T-REx D1 cells, calcium flux, agonist mode; activation, % at 2 µM; 360,000 tested, 1% active; AID 504660; note: 0% is about no effect
Target sequence (P21728 whole entry, looked up): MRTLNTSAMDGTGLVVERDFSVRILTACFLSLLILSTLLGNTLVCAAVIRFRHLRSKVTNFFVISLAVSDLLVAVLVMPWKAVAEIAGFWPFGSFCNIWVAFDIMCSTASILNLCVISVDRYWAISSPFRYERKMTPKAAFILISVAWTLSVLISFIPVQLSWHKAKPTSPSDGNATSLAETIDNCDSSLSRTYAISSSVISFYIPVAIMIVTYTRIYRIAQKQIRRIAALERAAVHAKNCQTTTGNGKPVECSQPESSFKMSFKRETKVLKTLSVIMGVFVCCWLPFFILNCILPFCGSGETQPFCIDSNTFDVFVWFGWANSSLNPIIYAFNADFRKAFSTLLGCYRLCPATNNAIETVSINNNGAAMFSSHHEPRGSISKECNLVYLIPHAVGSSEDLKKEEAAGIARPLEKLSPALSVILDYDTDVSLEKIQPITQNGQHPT
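Agonism was scored from calcium flux recorded over 180 s (1 read/s) after pintool compound addition, following a 10-cycle baseline. Cells were inducible force-coupled HEK293 TREx D1, plated overnight at 30 C and loaded with no-wash calcium dye.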
RXFP1 antag = RXFP1 (human) relaxin receptor antagonism; 350,000 tested, 0.59% active; HEK293-RXFP1, relaxin-stimulated cAMP HTRF, 30 min; active compounds read low; AID 1259400; activity change, negative = inhibition, % at 57.5 µM;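 active = activity change of -60% or lower, but not beyond a set lower limit; inconclusive = change between -60% and -40%, or beyond the set limit; inactive = change above -40%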; note: % is set by controls: 0 for no effect and ±100 for the full control effect
D1 PAM = human D1 dopamine receptor positive modulation. HEK293 TREx D1 cells, calcium flux, dopamine EC20 potentiation. potentiation, % at 10 µM. 360,000 tested, 0.036% active. AID 504651; in the data active = potentiation above about 30%; note: 0% is about no effect
D2 potentiator = D2 dopamine receptor (human) potentiation. P14416. HEK293 T-REx D2, calcium flux, EC20 dopamine potentiation. potentiation, % at 10 µM. 340,000 tested, 0.34% active;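 active = potentiation over 3 SD above the plate norm, cut at about 30% in these data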; note: 0% is about no effect
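Potentiation of an EC20 dopamine calcium response measured kinetically over 180 s, after a preceding 180 s compound-only read flagging agonists. Cells: inducible Hek293 Trex D2 line, 4000/well, cultured overnight at 30 C before dye loading.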
TRHR enhancer = TRH receptor (human) allosteric enhancement. AID 493056. 360,000 tested, 0.66% active. TRHR cells, fluo-8 calcium fluorescence, EC20 TRH enhancement. enhancement, % at 2 µM. P34981; in the data active = enhancement above about 30%; note: 0% is about no effect
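TRHR-expressing cells loaded with fluo-8 calcium dye were read kinetically (ex 480/em 530) during compound addition, then stimulated with an EC20 of TRH (10 nM final). Enhancement of the Gq-mediated intracellular calcium response was scored.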
D2 antagonist = antagonists of human D2 dopamine receptor | P14416 | HEK293 TREx D2 cells, calcium flux, dopamine EC80 | inhibition, % at 10 µM | 340,000 tested, 2% active | AID 485344; in the data active = inhibition above about 30%; note: 0% is about no effect
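In this primary screen, negative modulation is detected by tracking calcium flux after an EC80 dopamine challenge in inducible HEK293 T-REx D2 cells preexposed to test compound for 180 s.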
D1 antag = human D1 dopamine receptor antagonism; P21728; activity change, negative = inhibition, % at 10 µM; HEK293 TREx D1 cells, calcium flux, dopamine EC80; active compounds read low; 360,000 tested, 3.2% active; in the data active = activity change below about -30%; note: % is set by controls: 0 for no effect and ±100 for the full control effect
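Allosteric or orthosteric antagonism assessed as attenuation of the calcium response to EC80 dopamine, added 180 s after compound, in induced HEK293 Trex D1 cells loaded with no-wash calcium dye.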
TRHR agonist = TRH receptor (human) agonism | 360,000 tested, 0.18% active | activation, % at 2 µM | AID 493084 | TRHR cells, calcium flux fluo-8, FDSS agonist mode; note: 0% is about no effect
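In this calcium-flux screen, cells bearing human TRHR are dye-loaded with fluo-8, baselined for 10 cycles, then exposed to library compounds; positive kinetic calcium responses during the agonist phase mark hits, with TRH as control.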
Numbers without * were called inactive; ? = inconclusive; . = not tested or not shown. Cut-off read from the data, not from the text of the source, unless noted: active = activation above about 30%; inactive = the rest.

SMILES	D2 agonist	D1 agonist	RXFP1 antag	D1 PAM	D2 potentiator	TRHR enhancer	D2 antagonist	D1 antag	TRHR agonist
COc1ccccc1NC(=O)Cn1ccn(-c2cccc3ccccc23)c(=O)c1=O	-1.1	2	-7	-1	-10	8	-6	-2	-0.3
O=C(NC1CCCCNC1=O)c1ccccc1 (configuration not stated)	0.2	1	-3	3	-2	1	-7	-1	0.1
CC(=O)c1ccc(N2CCN(C(=O)c3cc4c(C)nc5ccccc5c4o3)CC2)cc1	2.4	-1	21	-6	-4	-3	3	-7	-0.1
COc1cccc2cc(-c3cn4c(n3)sc3cc(F)ccc34)c(=O)oc12	0.8	1	0	0	6	0	.	11	0.1
Cc1nn(Cc2c(F)c(F)c(F)c(F)c2F)c(C)c1NC(=O)c1ccc(COc2cc(Cl)ccc2Cl)cc1	-0.4	4	5	-8	-7	-1	4	3	0.2
O=C(c1cc(-c2ccc(Br)cc2)on1)N1CCOCC1	2.1	4	5	-11	.	-3	-14	-6	0.8
Cc1ccc(S(=O)(=O)NCCC(=O)Nc2ccc(S(=O)(=O)NC(C)C)cc2)cc1	-0.7	1	-9	-1	-1	-11	-13	11	0.4
Cn1c(NC(=O)c2cccc(C(F)(F)F)c2)cc(=O)n(C)c1=O	-0.5	1	.	7	-5	1	4	-4	-0.5
CC(c1ccncc1)C(C)c1ccncc1 (configuration not stated)	.	6	.	1	.	6	.	5	0.0
O=C(COc1ccc(Cl)cc1)Nc1ccccc1OCc1cc(=O)n2ccccc2n1	-0.1	0	5	8	7	-7	.	0	0.4
O=C1CN(C(=O)c2cc(F)cc(F)c2)c2ccccc2N1	0.3	2	7	-3	-8	0	-6	-17	-0.1
CC1=C(C(=O)OCc2ccccc2)C(c2ccc(Cl)cc2)NC(=O)N1C (configuration not stated)	-1.4	2	-4	6	-10	5	1	4	-0.2
Cc1cc2[nH]c(=O)cc(-c3ccccc3)n2n1	-0.2	3	19	4	5	-8	16	-5	0.1
c1ccc(CSc2nnc(-c3ccccn3)n2-c2ccccc2)cc1	-0.6	5	0	0	7	4	8	2	0.2
COc1ccccc1CCNC(=O)C(=O)NCC(c1cccs1)S(=O)(=O)c1ccccc1 (configuration not stated)	7.9	1	-14	-2	1	-3	.	-11	0.1
CC(C)(ONC(=O)Nc1ccccc1Cl)C(=O)O	0.8	0	-6	4	15	3	0	7	-0.4
Cc1ccc(S(=O)(=O)C2(C(=O)NC3CCCC3)CC2)cc1	0.2	6	-6	-4	35*	-1	-1	4	-0.8
NC(=O)c1cc(Cl)ccc1OCC(=O)N1CCCc2ccccc21	-0.2	5	-10	-5	10	-5	-5	-4	-0.5
Cc1ccccc1NC(=O)c1c(C)[nH]c(=S)c(C#N)c1-c1ccc(Cl)cc1	1.0	0	-18	-1	9	0	9	8	1.6
CCNc1nc(Cl)nc(NNC(=O)C(C)Oc2ccccc2)n1 (configuration not stated)	-1.0	-1	-2	2	11	0	-12	4	-0.7
Cc1ccc(S(=O)(=O)NCC(=O)N2CCN(S(=O)(=O)c3ccc(Cl)cc3)CC2)cc1C	-0.5	1	0	-7	7	-6	28	-2	0.6
CC(=O)Nc1ccc(CN2CCC(Oc3ccc(C(=O)N4CCCC4)cc3)CC2)cc1	.	4	-15	5	.	2	.	12	0.2
CCc1nc(Sc2nc(C)cc(C)n2)c2oc3ccccc3c2n1	0.7	1	-9	1	17	6	-1	7	-1.2
CCCc1ccc(OCCNC(=O)CC)cc1	.	3	-6	1	8	7	.	-11	-0.7
CC(C)CNC(=O)CSc1ccc(S(=O)(=O)N(C)C2CCCCC2)cn1	-1.6	1	11	-3	-27	-9	4	-2	-1.9

15 entries already listed, ordered by length of the SMILES, rising:
SMILES	D2 agonist	D1 agonist	RXFP1 antag	D1 PAM	D2 potentiator	TRHR enhancer	D2 antagonist	D1 antag	TRHR agonist
CC(c1ccncc1)C(C)c1ccncc1 (configuration not stated)	.	6	.	1	.	6	.	5	0.0
O=C(c1cc(-c2ccc(Br)cc2)on1)N1CCOCC1	2.1	4	5	-11	.	-3	-14	-6	0.8
O=C1CN(C(=O)c2cc(F)cc(F)c2)c2ccccc2N1	0.3	2	7	-3	-8	0	-6	-17	-0.1
CCc1nc(Sc2nc(C)cc(C)n2)c2oc3ccccc3c2n1	0.7	1	-9	1	17	6	-1	7	-1.2
c1ccc(CSc2nnc(-c3ccccn3)n2-c2ccccc2)cc1	-0.6	5	0	0	7	4	8	2	0.2
Cc1ccc(S(=O)(=O)C2(C(=O)NC3CCCC3)CC2)cc1	0.2	6	-6	-4	35*	-1	-1	4	-0.8
Cn1c(NC(=O)c2cccc(C(F)(F)F)c2)cc(=O)n(C)c1=O	-0.5	1	.	7	-5	1	4	-4	-0.5
CC(C)CNC(=O)CSc1ccc(S(=O)(=O)N(C)C2CCCCC2)cn1	-1.6	1	11	-3	-27	-9	4	-2	-1.9
COc1cccc2cc(-c3cn4c(n3)sc3cc(F)ccc34)c(=O)oc12	0.8	1	0	0	6	0	.	11	0.1
COc1ccccc1NC(=O)Cn1ccn(-c2cccc3ccccc23)c(=O)c1=O	-1.1	2	-7	-1	-10	8	-6	-2	-0.3
CC(=O)Nc1ccc(CN2CCC(Oc3ccc(C(=O)N4CCCC4)cc3)CC2)cc1	.	4	-15	5	.	2	.	12	0.2
CC(=O)c1ccc(N2CCN(C(=O)c3cc4c(C)nc5ccccc5c4o3)CC2)cc1	2.4	-1	21	-6	-4	-3	3	-7	-0.1
Cc1ccc(S(=O)(=O)NCCC(=O)Nc2ccc(S(=O)(=O)NC(C)C)cc2)cc1	-0.7	1	-9	-1	-1	-11	-13	11	0.4
Cc1ccc(S(=O)(=O)NCC(=O)N2CCN(S(=O)(=O)c3ccc(Cl)cc3)CC2)cc1C	-0.5	1	0	-7	7	-6	28	-2	0.6
Cc1nn(Cc2c(F)c(F)c(F)c(F)c2F)c(C)c1NC(=O)c1ccc(COc2cc(Cl)ccc2Cl)cc1	-0.4	4	5	-8	-7	-1	4	3	0.2

(continued)
SMILES	D2 agonist	D1 agonist	RXFP1 antag	D1 PAM	D2 potentiator	TRHR enhancer	D2 antagonist	D1 antag	TRHR agonist
CCOC(=O)C1(Cc2ccccc2Cl)CCN(S(C)(=O)=O)CC1	-0.6	1	-1	-5	1	-2	-5	7	-1.1
NNc1ccc(S(=O)(=O)N2CCCCC2)cn1	0.0	2	1	2	4	-4	15	12	-0.4
Cc1ccc(NC(=O)COC(=O)C2CC2C)c(S(=O)(=O)N2CCCCC2)c1 (configuration not stated)	-1.5	6	-11	-9	-3	0	4	-21	-0.3
CC1CCc2nc3ccc(S(=O)(=O)N4CCC(C(=O)N5CCCCC5)CC4)cc3c(C(=O)O)c2C1 (configuration not stated)	1.5	2	.	.	4	-2	26	15	-0.1
CCCCN(CCCNC(=O)c1cc(Nc2ccc(OC)c(OC)c2)nc2ccccc12)Cc1ccccc1	0.1	0	-1	-1	-9	0	.	-4	0.1
CCOC(=O)N1CCC(NC(=O)c2cc(C(=O)NCC(OC)OC)ccc2CO)CC1	0.8	1	12	-5	-6	-5	0	-6	-0.1
CC(OC(=O)c1ccco1)C(=O)NC1CCCC1 (configuration not stated)	1.7	7	0	.	-2	-1	4	8	1.4
COc1cccc(C(=O)Nc2c(C(=O)Nc3ccc(F)cc3)oc3ccccc23)c1OC	0.4	4	.	-2	0	1	.	-12	0.1
CCOC(=O)N1CCN(C(=O)C2CCC(=O)N(Cc3cccc(C(F)(F)F)c3)C2)CC1 (configuration not stated)	0.1	2	0	-2	11	-2	-9	-24	0.3
O=C(c1nc2ccccn2c1CN1CCN(c2ccccc2O)CC1)N1CCCC1	0.4	1	-15	0	-2	4	-31	-2	-0.6
CCS(=O)(=O)N1CCCC(C(=O)NCc2ccccc2Cl)C1 (configuration not stated)	0.7	3	-15	-2	.	-1	5	-8	0.7
CCOC(=O)C1CCN(C(=O)c2cccc(NS(=O)(=O)c3ccc(F)c(F)c3)c2)CC1	-0.9	-5	4	1	2	3	11	16	-0.9
CC(C)(C)C(=O)OC1=CN(Cc2ccccc2)S(=O)(=O)c2ccccc21	3.8	4	-17	-1	-12	-8	.	-5	2.0
CN(Cc1ccccc1)c1nc2c(c(=O)[nH]c(=O)n2C)n1Cc1ccccc1F	-0.2	1	-1	3	14	6	-1	7	-0.7
CN(C)C1=C(Cl)C(=O)N(c2ccc(Cl)c(Cl)c2)C1=O	-1.2	4	-4	0	-2	-8	6	-3	0.0
COC(=O)c1ccccc1NC(=O)Cn1nc(C(F)(F)F)c2c1CCC2	0.4	4	2	1	-5	-9	-8	2	-0.2
CCN1CCN(CCCNC(=O)c2cn(CCOC)c(=O)c3c2c2ccccc2n3C)CC1	2.4	1	7	-6	14	1	-17	-22	-0.3
NS(=O)(=O)c1cccc(NC(=O)COC(=O)CC2CC3CCC2C3)c1 (configuration not stated)	0.8	0	-20	-2	14	-4	8	-1	0.7
CC(Sc1nnc(-c2cccs2)n1-c1ccccc1)C(=O)NCc1ccc2c(c1)OCO2 (configuration not stated)	0.2	2	1	0	2	5	9	-3	-1.7
COc1ccc(-c2nc(C#N)c(NCc3ccc(F)cc3)o2)cc1OC	0.9	0	-20	-6	5	4	8	-3	-0.8
Cc1cccc(C)c1NC(=O)Cn1c(=O)n(CCC(=O)NCc2ccc3c(c2)OCO3)c(=O)c2sccc21	0.3	0	-9	3	-7	21	.	-3	-0.3
CC(C)OC(=O)CSc1nc(Cc2ccccc2)nc2ccccc12	-1.3	2	-9	1	15	2	10	9	-0.3
Cc1c(NC(=O)Nc2cccc(C(F)(F)F)c2)sc2nc3n(c(=O)c12)CCC(C)CC3 (configuration not stated)	0.4	0	-8	-5	-6	-3	.	-10	-0.1
COc1cc(NC(=O)CSc2ncnc3c2cnn3Cc2ccccc2)cc(OC)c1	.	-2	0	-3	.	11	.	.	0.1
N/C(=N\OC(=O)c1cccs1)c1cccc(Br)c1	-0.3	1	?	5	5	-1	-11	0	-0.3
Cc1ccc(/C=N/n2c(C3CCCCC3)n[nH]c2=S)cc1	-2.4	2	-24	0	12	2	-1	8	-0.5
CC(C)c1nnc(NC(=O)CCC(=O)N2CCN(C3c4ccccc4-c4ccccc43)CC2)s1	1.4	4	-11	0	6	-12	0	-1	0.3
O=C(CSc1nnc(CNC(=O)c2c(F)cccc2Cl)o1)Nc1ccccc1F	0.0	1	3	-4	4	10	.	-16	-0.3
